# hcGAS inh – Primary biochemical luminescence assay for human cyclic GMP-AMP synthase inhibitors; Q8N884; recombinant h-cGAS, ATP depletion, Kinase-Glo luminescence; inhibition, % at 12.5 µM; hit rate 0.081% among 290,000;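 note: 0% = vehicle reaction and 100% = reaction without DNA for no activity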
# Target sequence (Q8N884 whole entry, looked up): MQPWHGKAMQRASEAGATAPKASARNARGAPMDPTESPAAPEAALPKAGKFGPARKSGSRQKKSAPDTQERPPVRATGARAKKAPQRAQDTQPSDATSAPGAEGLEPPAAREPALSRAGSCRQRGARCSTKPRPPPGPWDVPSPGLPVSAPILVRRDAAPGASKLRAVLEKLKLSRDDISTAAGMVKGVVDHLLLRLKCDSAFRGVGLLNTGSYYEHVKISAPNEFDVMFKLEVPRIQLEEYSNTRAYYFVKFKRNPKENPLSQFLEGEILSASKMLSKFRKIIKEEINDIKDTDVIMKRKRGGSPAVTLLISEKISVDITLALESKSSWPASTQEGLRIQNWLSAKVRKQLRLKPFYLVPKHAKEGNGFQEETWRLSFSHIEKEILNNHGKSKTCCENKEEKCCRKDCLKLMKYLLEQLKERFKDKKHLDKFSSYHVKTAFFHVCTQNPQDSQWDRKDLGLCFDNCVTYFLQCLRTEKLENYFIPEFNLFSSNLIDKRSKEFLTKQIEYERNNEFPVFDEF
# mcGAS inh – cyclic GMP-AMP synthase inhibitors, mouse, primary biochemical chemiluminescence; recombinant cGAS, Kinase-Glo ATP depletion luminescence; Q8C6L5; hit rate 0.15% among 160,000; inhibition, % at 12.5 µM;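 note: 0% = negative control wells and 100% = reference inhibitor with no enzyme activity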
# NPYLR7 agonist – agonists of mosquito NPYLR7 receptor, primary screen, cell-based, Aedes aegypti, calcium fluorescence, mosquito biting behavior. Aedes aegypti neuropeptide Y-like receptor 7 (NPYLR7). HEK293T NPYLR7/Galpha15, GCaMP6s calcium fluorescence. activation, % at 10 µM. hit rate 0.15% among 270,000. AID 1259423, 2018; in the data active = activation above about 40%;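 note: 0% = vehicle and 100% = reference agonist at the receptor; some compounds past the cut are filed as inactive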
# Numbers without * were called inactive; / = not tested or not shown; & = joins results of further samples. Cut-off read from the data, not from the text of the source, unless noted: active = inhibition above about 40%; inactive = the rest.
SMILES,hcGAS inh,mcGAS inh,NPYLR7 agonist
O=[N+]([O-])c1cc(S(=O)(=O)N2CCOCC2)ccc1NN=C1CCCCC1C1CCCCC1 (stereo unspecified),-4,/,-7
c1cc(CN2CCCC2)cc(NCc2csnn2)c1,-6,-4,1
Cc1sc2ncnc(N3CCC(C)CC3)c2c1C,-5,/,3
COc1ccccc1N1CCN(c2nc(Nc3ccc(C)cc3)c3cn[nH]c3n2)CC1,-15,/,1
CC(=O)N1CCc2ccc(OCC(=O)NCC(C)C)cc2C1c1ccccc1 (stereo unspecified),-3,-3,/
CN(Cc1ccccc1)C(=O)Cc1ccccc1F,1,/,9
O=C(CCN1CCOCC1)NN=C1C2CC3CC(C2)CC1C3,-2,-4,-1
CCC(=O)NCCc1cc2ccc(C)c(C)c2[nH]c1=O,-7,/,3
COc1cc(OC)cc(C(=O)Oc2ccccc2NC2=NS(=O)(=O)c3ccccc32)c1,-1,-1,4
COc1ccccc1-n1c(SCc2c(F)cccc2Cl)nc2c(c1=O)SCC2,-2,/,8
CCC(C)N(Cc1cccc(OS(=O)(=O)CC)c1)C(=O)c1ccc([N+](=O)[O-])cc1 (stereo unspecified),-4,-6,/
CC1Cc2ccccc2N1C(=O)Cn1c(=O)oc2ccccc21 (stereo unspecified),-2,-4,0
CC1(c2cc(F)ccc2F)NC(=O)N(CC(=O)N2CCCC2)C1=O (stereo unspecified),-6,/,6
NC(=S)Nc1cccc(Br)c1,-3,-3,10
Cc1nn(CCNC(=O)c2cnc(-c3ccccn3)nc2)c(C)c1Cl,-5,-14,2
O=C(c1ccc(C(F)(F)F)cc1)N1CCC2(CC1)SCCN2C(=O)C1CCCCC1,-7,-4,1
Cc1cc(-n2c(C)cc(C(=O)CSc3nnc(C4CC4)n3C)c2C)no1,-3,/,11
Cc1ccc(C(=O)CN2CCNCC2)cc1,-4,/,2
CC(C)(C)c1ccc(S(=O)(=O)N2CCCCC2C(=O)O)cc1 (stereo unspecified),-8,/,1
O=C(O)c1cc2cc(Cl)ccc2[nH]1,6,9,-7
Cc1cccc(C2CCCN2Cc2nc(N)nc(N(C)C)n2)c1C (stereo unspecified),-6&-11,-17,-23&7
CC1=C(C(=O)OCC(C)C)C(c2ccc(NC(=O)c3ccco3)cc2)NC(=S)N1C (stereo unspecified),-6,-7,13
CC(Oc1cccc(Cl)c1)C(=O)NCC1Cc2cc(-c3ccc(S(C)(=O)=O)cc3)ccc2O1 (stereo unspecified),-8,-13,16
O=C(CN1C2=NCCN2c2ccccc21)c1cccc2ccccc12,0,-1,0
CC1(C)O[C@@H]2[C@H](O1)[C@@H](C(=O)O)O[C@H]2n1cnc2c(=O)[nH]cnc21,14,2,0
CCOC(=O)c1ccc(Nc2[nH]c(=O)c3ccccc3c2C(=O)c2ccncc2)cc1,4,/,-3
CC1CC1c1ccc(C2Nc3ccccc3C(=O)N2C2CC2)o1 (stereo unspecified),-11,/,-16
O=C1NCCNC12CCN(C(=O)C1(c3ccc(Cl)cc3)CC1)CC2,-5,-10,-4
O=C1C=C(NCCc2ccccc2)C(=O)N1CCc1ccccc1,-5,/,10
COc1ccc(-c2ccc(C(=O)NC3CCc4ccccc43)s2)c(OC)c1OC (stereo unspecified),-4,-7,28
CC(C)(C)C(=O)NCCCN1CCC(O)CC1,-1,/,-1
COC(=O)CCCCC(=O)NCC1Cc2cc(C(=O)OC)cc(Cl)c2O1 (stereo unspecified),-5,-5,/
CC(C)(O)C#Cc1ccc(C2CC(=O)Nc3n[nH]c(-c4ccccc4)c32)s1 (stereo unspecified),-2,-1,/
Cc1onc(-c2ccccc2Cl)c1C(=O)N[C@H](c1nnc2c(C(F)(F)F)cccn12)C(C)C,-4,-3,-3
CC1(C)OC(=O)C(=CNc2ccc(S(N)(=O)=O)cc2)C(=O)O1,-3,-8,-2
CCCSc1ncccc1C(=O)NC1CCN(C(=O)OCC)CC1,-2,-6,0
CC1CCCN(C(=O)CN2C(=O)NC3(CCCCCCC3)C2=O)C1 (stereo unspecified),-4,/,-3
CCN(CC)Cc1cnc2c(C(=O)N3CCc4ccccc4C3)cnn2c1,-5,/,2
CCC(CC)n1nc(C)cc1NC(=O)CN1CCCCCC1=O,-4,-10,1
Cc1noc(C)c1S(=O)(=O)N[C@@H]1CN(C2CCOCC2)C[C@H]1CN(C)C,-18,-8,/
CC(=O)Nc1cccc(NC(=O)CSc2cn(CC(=O)N3CCC(C)CC3)c3ccccc23)c1,1,0,-6
O=C(NC1CCNCC1)C(F)(F)F,-2,-2,1
COc1ccc(C(NC(=O)C2CCN(CC3CC3)CC2)c2ccccn2)cc1 (stereo unspecified),-4,-6,14
CN1C(=O)C2(CCCN(C(=O)CCc3cc(=O)[nH]o3)C2)c2ccccc21 (stereo unspecified),-5,/,0
COc1ccc(C)cc1C(=O)NCCCC(=O)N(C)C,-2,0,0
c1ccc(-n2nccc2-c2nccn2CCc2ccccn2)cc1,-4,/,6
COc1cc(C=C2C(=O)NC(=S)NC2=O)ccc1OCCSc1ccc(C)cc1,-1,-4,-9
c1ccc(N2CCC(N3CCC4(CCNCC4)CC3)CC2)cc1,-5,/,5
CCc1ccc(-c2cc3c(SCC(=O)Nc4cccc(C)c4)nccn3n2)cc1,-6,-6,-1
O=C(Nc1ccc2c(c1)OCCO2)C1CCN(C(=O)c2ccc(F)cc2)CC1,0,/,5
COc1ccc(C(=O)N2N=C3CCCCCC3C2(O)C(F)(F)F)cc1OC (stereo unspecified),-19,-7,0
COC(=O)CSc1nc(-c2ccccc2)cc(-c2ccccc2OC)c1C#N,0,/,-1
Cc1nc2ccc(C(=O)N3CCCCC3)cn2c1N(C)C(=O)CCc1ccccc1,-6,-2,10
COc1ccccc1-c1cccc(NC(=O)NCC2(O)CCC2)c1,0,/,8
CCOC(=O)C1(C)CCCCN1C(=O)c1cc(C)on1 (stereo unspecified),-15,/,-2
Cc1nn(CC(=O)N2CCN(c3ccccc3)CC2)c(=O)c2c1cnn2-c1ccc(F)cc1,-4,/,2
CN(C(=O)Nc1ccc(-c2nccs2)cc1)C1CCN(C2CC2)C1 (stereo unspecified),-6,/,6
COCCN(CC(=O)N(CCc1c[nH]c2ccccc12)Cc1ccccc1)C(=O)c1ccc(C(C)(C)C)cc1,-7,-5,-2
CNC(=O)c1ccc(/C=C/C(=O)NCC(C)(C)CN(C)C)cc1,-6,/,1
CCOc1ccc(/C=C/C(=O)Nc2nnc(SCC)s2)cc1,1,-5,-2

# (more compounds)
SMILES,hcGAS inh,mcGAS inh,NPYLR7 agonist
CCc1cc2c(ncn3nnnc23)s1,-5,/,1
CCCn1c(=O)c(C(=O)NCc2ccccc2)nn(-c2ccc(C)cc2)c1=O,-5,-6,14
Cc1nc(C)c(-c2ccccc2CO)s1,-5,-18,4
Cc1ccccc1-n1nc2c(c1NC(=O)c1ccccc1)CSC2,-6,/,1
COc1ccc(N(Cc2nnc3n2CCCCC3)C(=O)Nc2cccc(C)c2)c(OC)c1,0,/,17
COC(=O)c1ccc2c(c1)CC(CNC(=O)c1ccc(F)cc1F)O2 (stereo unspecified),1,-3,6
CCCCN(C(C)=O)c1c(CC)nc2ccc(C(=O)N3CCCCC3)cn12,-2,-3,4
COc1ccc(C(O)(c2ccc(OC)cc2)c2ccc(CN(CCN3CCOCC3)Cc3ccc(F)cc3)o2)cc1,-4,-4,2
O=C(N=Nc1c(O)[nH]c2ccccc12)c1cccc(I)c1,-4,-8,0
Clc1ccc(OCc2noc(CSc3nnc(Cn4cncn4)o3)n2)cc1Cl,-1,1,-22
O=c1[nH]c(-c2ccc(-c3ccc(F)cc3)o2)nc2ccccc12,-6&-7,/,6&8
COCCN(CC(=O)N1CCc2sccc2C1c1ccccc1C)S(=O)(=O)c1ccc([N+](=O)[O-])cc1 (stereo unspecified),-11,-5,/
Cn1cc(CN2CCC(Oc3ccc(C(=O)NCc4ccncc4)cc3)CC2)cn1,-10,/,10
Nc1ccnc(N2C[C@@H]3[C@H](C2)[C@H]2CC[C@@H]3O2)n1,-7,/,-2
COc1cc(-c2nc(CN3[C@@H]4CC[C@H]3CNC4)c(C)o2)cc2c1OCO2,0,/,3
CCSc1nc(NCC(C)C)c2cnn(CCNC(=O)c3ccc(F)cc3)c2n1,1,-8,-2
COc1cccc(C(NC(C)=O)c2nc(-c3ccc(OC)nc3)cs2)c1 (stereo unspecified),-6,/,6
COc1ccccc1C(=O)C1CCCN(Cc2cccc3cnccc23)C1 (stereo unspecified),0,/,-5
Cc1nc(N2CCOCC2)nc(N2CCCCC2)c1[N+](=O)[O-],-4,/,9
Cc1ccccc1C1=NOC(CN(Cc2ccc(F)cc2F)C(=O)c2cccc(F)c2)C1 (stereo unspecified),-8,-9,19
O=C1CC2(CCN(C(=O)COc3ccsc3C(=O)N3CCC4(CC3)CC(=O)c3cc(F)ccc3O4)CC2)Oc2ccc(F)cc21,-4,/,-11
CC(=O)CCC1=C(C)C(=O)CC2C(C)(C)CCC[C@]12C (stereo partly specified),-4,-1,11
CC1=C(C(=O)OC(C)C)C(c2ccc(Cl)c(Cl)c2)NC(=O)N1C (stereo unspecified),0,-3,1
CN(CC(=O)N1CCN(c2cccc(Cl)c2)CC1)c1nc(Cc2ccc(Cl)cc2)ns1,-6,-6,15
Cc1nc(-c2ccncc2)ncc1C(C)NC(=O)c1ccccc1Cl (stereo unspecified),-9,-12,17
Cc1ccc(NC2(C(=O)NCC(=O)Nc3nccs3)CCCC2)cc1,-4,-18,6
CN(S(=O)(=O)c1ccc2ccccc2c1)S(=O)(=O)c1cccc(Cl)c1Cl,0,-4,3
O=C(CC(=O)NN=Cc1ccc(Br)o1)NN=Cc1ccc(Br)o1,-14,/,5
CC(C)C(NS(C)(=O)=O)c1ccc(Cl)cc1 (stereo unspecified),1,/,-1
O=C(c1cn2ccsc2n1)N1C[C@H]2OC(=O)N(Cc3ccccn3)[C@H]2C1,-8,-12,-2
FC(F)(F)c1cnc(NN=Cc2ccc3c(c2)OCO3)c(Cl)c1,-3,/,0
CCCOCCN1CCN(c2cc(OC)ncn2)CC1,-1,-10,7
CC1CCCC(NC(=O)Cc2cc(Cl)cc3c2OCOC3)C1 (stereo unspecified),-9&-7,-7,4&7
O=C(Nc1ccc(Oc2ncccn2)cc1)C1CCCc2ccccc21 (stereo unspecified),-4,-9,-3
CN(C(=O)c1ccc(F)cc1Cl)c1ncc(-c2ccccc2)s1,-5,/,6
Cc1cc(NC(=O)COC(=O)C2=NNC(=O)CC2)no1,-7,/,4
Cc1n[nH]nc1-c1nc(C2CC2)nn1CC1CCCCC1,-2,-4,/
CCN(CC)Cc1cnc2c(C(=O)NCc3cc(C)on3)cnn2c1,-3,-18,/
CC1CC1C(=O)Nc1ccc(F)cc1C(=O)OCc1noc(C2CC2)n1 (stereo unspecified),-4,-7,0
Cc1nn(C2CCS(=O)(=O)C2)c2nc(-c3cccs3)cc(C(=O)NCCC3=CCCCC3)c12 (stereo unspecified),-5,-9,3
COc1ccc(C2SCCN2S(C)(=O)=O)cc1OC (stereo unspecified),-2,/,7
Cc1cccc(CC(=O)Nn2cnc3c(cnn3C(C)(C)C)c2=O)c1,6,/,8

# Compounds shown so far with an aryl methoxy group, in the order listed:
SMILES,hcGAS inh,mcGAS inh,NPYLR7 agonist
COc1ccccc1N1CCN(c2nc(Nc3ccc(C)cc3)c3cn[nH]c3n2)CC1,-15,/,1
COc1cc(OC)cc(C(=O)Oc2ccccc2NC2=NS(=O)(=O)c3ccccc32)c1,-1,-1,4
COc1ccccc1-n1c(SCc2c(F)cccc2Cl)nc2c(c1=O)SCC2,-2,/,8
COc1ccc(-c2ccc(C(=O)NC3CCc4ccccc43)s2)c(OC)c1OC (stereo unspecified),-4,-7,28
COc1ccc(C(NC(=O)C2CCN(CC3CC3)CC2)c2ccccn2)cc1 (stereo unspecified),-4,-6,14
COc1ccc(C)cc1C(=O)NCCCC(=O)N(C)C,-2,0,0
COc1cc(C=C2C(=O)NC(=S)NC2=O)ccc1OCCSc1ccc(C)cc1,-1,-4,-9
COc1ccc(C(=O)N2N=C3CCCCCC3C2(O)C(F)(F)F)cc1OC (stereo unspecified),-19,-7,0
COC(=O)CSc1nc(-c2ccccc2)cc(-c2ccccc2OC)c1C#N,0,/,-1
COc1ccccc1-c1cccc(NC(=O)NCC2(O)CCC2)c1,0,/,8
COc1ccc(N(Cc2nnc3n2CCCCC3)C(=O)Nc2cccc(C)c2)c(OC)c1,0,/,17
COc1ccc(C(O)(c2ccc(OC)cc2)c2ccc(CN(CCN3CCOCC3)Cc3ccc(F)cc3)o2)cc1,-4,-4,2
COc1cc(-c2nc(CN3[C@@H]4CC[C@H]3CNC4)c(C)o2)cc2c1OCO2,0,/,3
COc1cccc(C(NC(C)=O)c2nc(-c3ccc(OC)nc3)cs2)c1 (stereo unspecified),-6,/,6
COc1ccccc1C(=O)C1CCCN(Cc2cccc3cnccc23)C1 (stereo unspecified),0,/,-5
CCCOCCN1CCN(c2cc(OC)ncn2)CC1,-1,-10,7
COc1ccc(C2SCCN2S(C)(=O)=O)cc1OC (stereo unspecified),-2,/,7

# From PubChem
